Screens from PubChem.
Yfh1-depleted yeast: enhancers of respiration in Yfh1-depleted yeast, dose response, Friedreich's ataxia, plus single-dose screen (AID 1465); S. cerevisiae Yfh1-off respiration, WST-1 reduction, 72 h; higher fold induction means a stronger effect; 220,000 compounds, 0.074% hits; one-dose fold induction at 50 µM; EC50 in µM for titrated hits;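 active means fold induction of absorbance versus untreated yeast above a set limit, then at least 30% activation at any dose in follow-up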;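 further: activators that raise dye reduction in frataxin-depleted yeast; strong numbers were not always called active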
MT stabilize HCS: microtubule stabilizers in HeLa cells, primary screen, imaging, high-content imaging; HeLa tubulin immunostaining HCS, 24 h; share of cells brighter than vehicle mean+2SD; % tubulin-high responders, % at 10 µM; 200,000 compounds, 0.83% hits; AID 2205, 2009;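 active means plate Z-score above 3 for both tubulin-high and condensed-nucleus cell shares, with cell loss under 80%, at 10 µM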;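 further: anti alpha tubulin signal scored within the nucleus-defined area of each cell; some results filed as inactive read as strong as hits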
human PMI inhibitors: human PMI inhibitors, high substrate, primary screen, biochemical, fluorescence intensity, high mannose 6-phosphate (AID 1220) | 190,000 compounds, 0.66% hits | inhibition, % at 20 µM; hits with a dose series show IC50 in µM | recombinant PMI enzyme, coupled fluorescence intensity; higher % means a stronger effect | Mannose-6-phosphate isomerase (Homo sapiens)
b-catenin transl: modulators of beta-catenin nuclear translocation, primary screen, imaging, HeLa cells, immunofluorescence, high-content; 190,000 compounds, 0.3% hits; nuclear translocation activity, % at 5 µM; AID 1665, 2009;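 active means nuclear translocation activity above 50% at 5 µM, with a well cell count of 50 or more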;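 further: per-cell ratio of nuclear to cytoplasmic median beta-catenin stain intensity; plate controls were DMSO negative control for no effect and GSK-3 inhibitor IX positive control for full effect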
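assay system = human HeLa cells, endogenous beta-catenin | times = compound treatment 24 h, 37°C, 5% CO2 | detection = Anti-beta-catenin immunofluorescence on PFA-fixed, Triton-permeabilized cells, DAPI nuclei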
Ins promoter up: insulin promoter activators in MIN6 cells, imaging, high-content screening, mouse beta cells; z-score at 5 µM; 190,000 compounds, 0.3% hits; MIN6 insulin promoter-GFP reporter; hits give high values;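 active means z-score above 3 at 5 µM with at least 500 cells counted in the well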
Dynein cargo inh: inhibitors of GR-EGFP nuclear translocation, primary screen, dynein cargo transport inhibitor project, imaging, high-content, 3617.4 mouse cells; test concentration mostly 20 µM; stimulated with dexamethasone, 1 µM; hits give low values; z-score, hits read low; 220,000 compounds, 0.47% hits; AID 1381, 2008;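 active means plate z-score of nuclear minus cytoplasmic receptor signal below a set negative limit, without overly bright fluorescence or cell loss, cut at about -3.5 in these data, passing the limit was not always enough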;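 further: z-score of nuclear minus cytoplasmic ring GR-EGFP intensity difference per well; some compounds called inactive have numbers as strong as hits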
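Buffer or medium: Induction medium lacking tetracycline, stripped serum | Also added: Dexamethasone agonist, 1.0 µM final, for 30 min | Timing: 48 h induction, 1 h compound, 30 min dex at 37 °C | Detection: Formaldehyde fixation, Hoechst nuclear stain, 10x automated fluorescence imaging | Measure: Nuclear versus cytoplasmic GR-EGFP signal, averaged per well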
PMI inhibitors: inhibitors of human PMI, primary screen, biochemical, fluorescence intensity, coupled assay (AID 1209); 190,000 compounds, 0.42% hits; Mannose-6-phosphate isomerase (Homo sapiens); inhibition, % at 20 µM; hits with a dose series show IC50 in µM; purified PMI enzyme, coupled fluorescence intensity; higher % means a stronger effect;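 further: plate controls were DMSO vehicle for no effect and wells lacking substrate for full effect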
Autophagy mod: autophagy modulators in MEF cells, primary screen, imaging, high-content, MEF GFP-LC3 | MEF GFP-LC3 puncta imaging; test concentration mostly 10 µM | calls only at 10 µM (by protocol) | 190,000 compounds, 0.98% hits | AID 463193, 2010;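 active means percentage of spot-positive cells more than 3 SD above its plate mean, without a fluorescence outlier flag or 80% toxicity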;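 further: spot-positive cell cutoff set from DMSO-treated cells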
WT yeast gro inh: growth inhibition of WT strain, primary screen, mitochondrial fusion inhibitor project, WT and mutant strains, chemical genetic. mitochondrial fusion phenotypic screen. inhibition, % at 10 µM. 190,000 compounds, 2.1% hits. AID 1362, 2008; in the data active means inhibition above about 58%; tested in S. cerevisiae
WT yeast gro inh mutant strain: recorded beside WT yeast gro inh, whose call it bears; inhibition, %; mitochondrial fusion phenotypic screen, mutant strain inhibition
Dynein cargo inh cytoplasmic EGFP: also measured in Dynein cargo inh; calls as there; z-score; measured here: cytoplasmic GR-EGFP intensity; hits give high values
Dynein cargo inh nuclear GR-EGFP: further read-out of Dynein cargo inh, marked with its call; z-score; measured here: nuclear GR-EGFP intensity;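 lower value marks the stronger effect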
Dynein cargo inh cell count: second read-out of Dynein cargo inh, no call of its own (marks repeat the call); z-score; measured here: cell count per field
Ins promoter up cell count: second read-out of Ins promoter up, no call of its own (marks repeat the call); cell count; measured here: cytotoxicity, nuclei count;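 total cells summed across four imaged fields per well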
b-catenin transl cell count 5 µM: also measured in b-catenin transl; calls as there; cell count; measured here: cell count, cytotoxicity flag
MT stabilize HCS Hoechst-high %: recorded beside MT stabilize HCS, whose call it bears; % Hoechst-high responders; measured here: nuclear condensation Hoechst responders;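 share of cells brighter than vehicle mean plus two SD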
MT stabilize HCS cytotoxicity %: second read-out of MT stabilize HCS, no call of its own (marks repeat the call); toxicity, %; measured here: cytotoxicity by cell density;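 0% = mean cell density of plate MIN control wells and 100% = no cells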
Autophagy mod cell loss 18 h: further read-out of Autophagy mod, marked with its call; toxicity, %; measured here: cell loss, nuclei count;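 cell loss after 18 h compound exposure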
* = called active by the depositor; i = inactive; x = no result given; + = active, no number. Unless noted, no stated cut-off is given here; in the data, active means inhibition above about 50%; inactive means the rest.

SMILES	Yfh1-depleted yeast	MT stabilize HCS	MT stabilize HCS Hoechst-high %	MT stabilize HCS cytotoxicity %	human PMI inhibitors	b-catenin transl	b-catenin transl cell count 5 µM	Ins promoter up	Ins promoter up cell count	Dynein cargo inh	Dynein cargo inh cytoplasmic EGFP	Dynein cargo inh nuclear GR-EGFP	Dynein cargo inh cell count	PMI inhibitors	Autophagy mod	Autophagy mod cell loss 18 h	WT yeast gro inh	WT yeast gro inh mutant strain
COc1ccc2[nH]cc(CCN)c2c1	i	2.8	1.9	8.2	12%	0.0	574	0.59	1247	0.35	-0.13	0.77	-0.11	3%	i	27	-13	-9
CN1/C(=C\C=Nc2ccccc2)C(C)(C)c2ccccc21	i	3.2	2.1	4.7	7%	8.4	1432	-2.8	617	-0.79	-0.078	0.23	0.31	-4%	i	-2	-8	-1
CN(C)c1nc(OCCNC(=O)COc2ccc(Cl)cc2Cl)nc(N2CCCCC2)n1	i	2.8	2.0	7.6	0%	1.9	969	0.19	1242	-1.1	-0.25	-0.6	1.3	-1%	i	-6	10	-3
O=C1NC(=S)N(c2ccccc2)C(=O)C1C(c1ccncc1)C1C(=O)NC(=S)N(c2ccccc2)C1=O (stereo not drawn)	i	1.3	1.5	7.8	-27%	0.7	1078	1.2	1164	-0.34	-0.24	-0.17	1	-35%	i	3	0	11
O=C(c1cccn2c(=O)c3cc(Br)ccc3nc12)N1CCC2(CC1)OCCO2	i	3.6	1.1	4.0	2%	x	x	0.75	945	-0.75	-0.1	-0.16	0.5	1%	i	-6	3	3
Cc1c2cnn(CC(=O)N3CCC4(CC3)OCCO4)c(=O)c2c(C)n1Cc1ccc(F)cc1	i	4.1	2.9	7.0	7%	4.7	1123	-0.02	1290	-0.78	-0.22	0.3	1	6%	i	29	17	5
Cc1c(C=O)c2ccccc2n1Cc1ccc(F)cc1	i	3.2	2.4	10	2%	1.0	1459	-0.66	1425	0.71	-0.34	-0.34	0.63	11%	i	-11	-2	-9
C=CCn1c(O)c(C(C)=NCCN2CCOCC2)c(=O)[nH]c1=O	i	5.7	1.2	2.6	-6%	-0.9	1160	-0.33	910	-0.74	-0.43	-0.067	1	-8%	i	10	4	9
CCC(C)n1c(O)c(C=NCc2cccnc2)c(=O)[nH]c1=S (stereo not drawn)	i	x	x	x	x	-1.8	1294	0.51	1112	-0.66	-0.24	0.062	-0.13	x	x	x	x	x
[N-]=[N+]=NCc1cn2cccnc2n1	i	2.2	2.3	2.9	-9%	-1.1	1024	0.28	1301	-0.33	-0.21	-0.29	0.23	27%	i	0	9	-19
Cc1cc(NC(=O)CCC(=O)N2CCC3(CC2)OCCO3)no1	i	2.2	1.5	1.5	-7%	0.3	1351	0.07	1292	-0.75	-0.23	-0.51	1.6	-13%	i	0	29	29
CCOP(=O)(OCC)C(C)(C)NC(=O)C(Cl)(Cl)Cl	i	2.1	1.5	6.9	1%	0.7	1360	0.14	1387	-0.018	-0.22	0.82	0.66	0%	i	-18	-1	3
CC(=O)N1N=C2C3CCN(CC3)C2C1c1ccc(C)cc1 (stereo not drawn)	i	2.9	2.1	5.0	-1%	-2.3	529	0.09	1129	2	-0.11	2.6	-1.8	-8%	i	-42	10	4
COc1cc(OC)c(OC)cc1/C=C1/C(=O)NC(=O)N(Cc2ccccc2)C1=O	i	x	x	x	x	1.7	1160	-0.31	1365	-0.29	-0.19	-0.18	0.36	x	x	x	x	x
COc1ccc(C2NCc3ccc4c(c3-n3cccc32)OCO4)cc1O (stereo not drawn)	i	29*	37*	43*	3%	x	x	-1.8	796	-0.56	-0.29	-0.96	1	8%	+	x	4	6
CC(C)C12CN3CCN(CC(C3)C1O)C2 (stereo not drawn)	x	3.5	1.7	5.2	2%	-2.7	1124	-1.1	1244	-0.21	-0.24	-0.41	0.53	4%	i	-7	59*	2.1*
COc1ccc(CCNC2CCCCC2)cc1OC	i	5.5	1.4	3.2	2%	2.4	1158	-0.05	1532	-1	-0.32	-0.34	0.99	3%	i	9	6	4
Cc1cccn2c(=O)c3c(nc12)N1CCCCC1C1(C3)C(=O)N(C)C(=O)N(C)C1=O (stereo not drawn)	i	x	x	x	x	-3.4	1162	0.42	1368	0.052	-0.3	-0.086	0.93	x	x	x	x	x
CCOP(=O)(OCC)C1(O)C(=O)Nc2ccccc21 (stereo not drawn)	i	1.1	2.1	7.3	-1%	0.3	938	x	x	-1	-0.31	-0.8	0.78	-2%	i	4	-11	-6
Cc1ccc(-c2nc3ccccc3c(=O)n2-c2ncccc2C)cc1	i	2.5	2.1	4.7	7%	0.5	1373	0	1564	0.09	-0.17	0.6	-0.16	5%	i	-16	47	-3
O/N=C1/C(=C\c2ccccc2)N2CCC1CC2	i	5.7	2.7	6.7	8%	-2.8	932	x	x	0.88	-0.11	0.68	-1	6%	i	-8	-1	22
O=P(O)(O)/C=C(\Cl)c1ccccc1	i	2.4	2.3	5.9	-3%	-2.2	1227	0.19	1242	0.87	-0.17	0.61	0.14	0%	i	17	-5	0
O=c1[nH]c(=S)n(C2CC2)c(O)c1C=Nc1cccc(C(F)(F)F)c1	i	5.5	1.5	4.0	-51%	0.2	1050	0.66	1421	-0.44	-0.27	-0.39	0.46	-30%	i	-14	-11	0
CCOP(=O)(OCC)C(O)c1ccc(OC)c(OC)c1 (stereo not drawn)	i	2.6	1.1	1.8	2%	2.5	1285	0.14	1584	0.46	-0.18	-0.052	0.052	2%	i	3	-6	-6
CS(=O)(=O)NNP(=O)(NNS(C)(=O)=O)NC(=O)c1ccc(Br)cc1	i	x	x	x	x	-1.3	1057	-0.29	1346	0.55	-0.29	0.37	-0.24	x	x	x	x	x
CC(C(O)c1ccccc1)N(C)CCn1cnc2c1c(=O)n(C)c(=O)n2C (stereo not drawn)	i	2.0	2.7	7.1	10%	1.5	1474	x	x	0.15	-0.14	-0.031	-0.98	12%	i	-13	12	5
NC(=O)C1CCN(/C=C2\C(=O)NC(=O)N(Cc3ccco3)C2=O)CC1	i	x	x	x	x	-0.2	1321	1.1	870	-0.13	-0.25	0.81	-0.8	x	x	x	x	x
CC(C)c1ccc(-n2c(O)c(C=NC(CCS(C)=O)C(=O)O)c(=O)[nH]c2=S)cc1 (stereo not drawn)	i	x	x	x	x	0.5	1345	0.13	962	-1.3	-0.21	-0.66	1.5	x	x	x	x	x
CCOc1cc(CNCCc2c[nH]c3ccccc23)cc(Cl)c1OCC	i	3.9	2.1	7.2	14%	-1.7	995	x	x	2.5	0.18	1.1	-2.7	23%	i	-12	86*	85*
CCC1(C)CC(CCNCc2ccc(N(C)C)cc2)(c2ccc(F)cc2)CCO1 (stereo not drawn)	i	x	x	x	x	0.2	1294	-0.26	992	-0.84	-0.26	-0.46	1.3	x	x	x	x	x

Quoted at random: 3 compounds from above.
SMILES	Yfh1-depleted yeast	MT stabilize HCS	MT stabilize HCS Hoechst-high %	MT stabilize HCS cytotoxicity %	human PMI inhibitors	b-catenin transl	b-catenin transl cell count 5 µM	Ins promoter up	Ins promoter up cell count	Dynein cargo inh	Dynein cargo inh cytoplasmic EGFP	Dynein cargo inh nuclear GR-EGFP	Dynein cargo inh cell count	PMI inhibitors	Autophagy mod	Autophagy mod cell loss 18 h	WT yeast gro inh	WT yeast gro inh mutant strain
Cc1ccc(-c2nc3ccccc3c(=O)n2-c2ncccc2C)cc1	i	2.5	2.1	4.7	7%	0.5	1373	0	1564	0.09	-0.17	0.6	-0.16	5%	i	-16	47	-3
CCOc1cc(CNCCc2c[nH]c3ccccc23)cc(Cl)c1OCC	i	3.9	2.1	7.2	14%	-1.7	995	x	x	2.5	0.18	1.1	-2.7	23%	i	-12	86*	85*
O=P(O)(O)/C=C(\Cl)c1ccccc1	i	2.4	2.3	5.9	-3%	-2.2	1227	0.19	1242	0.87	-0.17	0.61	0.14	0%	i	17	-5	0

(list continues)
SMILES	Yfh1-depleted yeast	MT stabilize HCS	MT stabilize HCS Hoechst-high %	MT stabilize HCS cytotoxicity %	human PMI inhibitors	b-catenin transl	b-catenin transl cell count 5 µM	Ins promoter up	Ins promoter up cell count	Dynein cargo inh	Dynein cargo inh cytoplasmic EGFP	Dynein cargo inh nuclear GR-EGFP	Dynein cargo inh cell count	PMI inhibitors	Autophagy mod	Autophagy mod cell loss 18 h	WT yeast gro inh	WT yeast gro inh mutant strain
CN1CCN(c2ncnc3c2cnn3C)CC1	i	x	x	x	x	6.3	956	0.03	1314	0.062	-0.3	0.0038	0.74	x	x	x	x	x
CN(C)CC#CCn1c2ccccc2c2ccccc21	i	x	x	x	x	0.8	1269	0.03	1013	-1.1	0.21	-0.15	0.97	x	x	x	x	x
COc1ccc(C(O)c2ccccc2OP(=O)(N(C)C)N(C)C)cc1 (stereo not drawn)	i	2.6	2.2	5.1	3%	-1.3	1096	-0.23	1330	2.2	-0.18	1.9	-2.1	-9%	i	-6	-10	4
CNP(=S)(NC)OCCOc1ccc(OC)cc1	i	1.3	0.8	2.1	2%	-1.2	1174	-0.28	1057	-0.47	-0.15	-0.32	0.46	4%	i	-2	13	24
CNC(=O)c1cccn(Cc2ccc(C(F)(F)F)cc2)c1=O	i	6.9	1.5	6.9	3%	0.6	1123	0.4	1080	0.15	-0.28	0.35	-0.33	3%	i	-2	5	-4
CNC(C(=O)c1ccccc1)C(OC)c1ccc(C)cc1 (stereo not drawn)	i	2.6	2.7	1.3	-46%	0.4	502	-0.08	1232	-0.6	-0.19	0.53	-0.048	-38%	i	-30	-6	-15

A portion of the library; rates above refer to the full screens.
